Screens: PubChem, National Center for Advancing Translational Sciences (NCATS)
IL1B secr inh – inhibitors of inflammasome signaling (IL-1 beta secretion); THP-1 LPS/ATP IL-1B secretion, AlphaLISA, 16 h; hits give low values; activity change, % at 57.5 µM; actives 4.7% (n = 360,000); in the data active = activity change below about -50%; inconclusive = mostly about -30% to -49%; also: % is scaled to controls: 0 for no effect and ±100 for the full control effect
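THP-1 cells pretreated 1 hr with compounds (up to 57.5 uM final), then stimulated with LPS (250 ng/mL final) plus ATP (1.25 mM final); secreted IL-1B measured by AlphaLISA after 16 hr, decreased signal indicating inhibition.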
KB-3-1 cytotox – kills parental KB-3-1 adenocarcinoma cells | KB-3-1 viability, CellTiter-Glo ATP luminescence, 72 h | Potency, µM (top dose mostly 46.1 µM), for inactives: top-dose activity change, negative = cytotoxic, most hits filed as cytotoxic | actives 1.4% (n = 400,000) | AID 1347075; also: potency is read from the fitted curve at half-maximal effect; % is scaled to controls: 0 for no effect and ±100 for the full control effect; nearly all actives have a fitted effect of over 60% in size
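KB-3-1 cells, DMEM (no phenol red) + 10% FBS; compound by pin transfer, 72 h, 37 °C. Readout: CellTiter-Glo luminescence after 10 min. Data normalized, curve-fitted.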
ATXN2 expr inh – reduces ATXN2 reporter expression in HEK-293 cells | HEK-293 ATXN2-luciferase reporter, luminescence, 24 h | Potency, µM (titrated, usually from 57 µM), without a hit: top-dose activity change, negative = inhibition, hits mostly inhibitors | actives 0.72% (n = 360,000) | AID 1745845; also: potency is read from the fitted curve at half-maximal effect; % is scaled to controls: 0 for no effect and ±100 for the full control effect; nearly all actives have a fitted effect of over 55% in size
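qHTS (up to 57 uM final) was run with 24 h compound exposure of reporter cells at 37 °C. Each well was multiplexed: SteadyGlo luminescence measured ATXN2-luciferase expression after a fluorogenic Gly-Phe-AFC viability readout (25 uM final).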
ATXN viability – viability counter-screen for ATXN expression inhibitors | S2 cells (HEK-293 line with an ATXN2-luciferase reporter) viability, CellTiter-Fluor protease fluorescence, 24 h | Potency, µM (highest dose often 56.7 µM), actives largely listed as cytotoxic | actives 0.49% (n = 400,000); also: potency is read from the fitted curve at half-maximal effect; nearly all actives have a fitted effect of over 40% in size
SW480 rerep – induces DNA re-replication in SW480 colon adenocarcinoma cells; Potency, µM (series often up to 46.1 µM), without a hit: at the top dose re-replication activation, most hits filed as activators; SW480 DNA re-replication, Hoechst DNA content imaging, 48 h; actives 1.8% (n = 340,000); also: potency is read from the fitted curve at half-maximal effect; % of control where 0% means no effect; nearly all actives have a fitted effect of over 55% in size
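SW480 cells exposed to compounds for 48 hr at 37 C, 5% CO2, then Hoechst-stained 40 min. Nuclear DNA content imaged by fluorescence scanning (405 nm excitation, 500-530 nm emission); re-replication scored as increased high-intensity nuclei.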
MCF10A rereplic – DNA re-replication induction in MCF 10a cells; AID 624296; Potency, µM (top dose mostly 46.1 µM), for inactives: at the highest dose activity, positive = re-replication, usual class: activators; MCF 10A DNA re-replication, Hoechst nuclear intensity, 48 h; actives 2.9% (n = 350,000); also: potency is read from the fitted curve at half-maximal effect; % of control where 0% means no effect; nearly all actives have a fitted effect of over 50% in size
HepG2 viability – counter-screen for TGF-b inhibitors: cytotoxicity in HepG2 cells; HepG2 CAGA-GFP viability, ATP luminescence, 18 h; Potency, µM (highest dose often 46.1 µM), for the others: top-dose activity change, negative = cytotoxicity, hits mostly cytotoxic; actives 0.76% (n = 410,000); also: potency is read from the fitted curve at half-maximal effect; some results filed as inactive show a strong effect at the top dose
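HepG2 CAGA-GFP cells (1000/well, DMEM with 1% FBS) received compound, then TGF-beta at 500 pg/mL final, and were incubated 18 hours at 37 degrees C. Viability was read by CellTiter-Glo luminescence. Media-only wells were set as complete cell-killing and DMSO as no toxicity.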
HT1080-NT tox – kills 2HG-producing HT-1080-NT fibrosarcoma cells | actives 1.6% (n = 360,000) | HT-1080-NT fibrosarcoma viability, CellTiter-Glo ATP luminescence, 48 h | AID 686970 | Potency, µM (series often up to 46.1 µM), for the others: top-dose activity, negative = less viability, most hits filed as cytotoxic;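 also: NT is the 2HG producing partner of a matched IDH1 knockdown line; potency is read from the fitted curve at half-maximal effect; 0% = DMSO-treated cells and -100% = media-only wells without cells; nearly all actives have a fitted effect of over 55% in size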
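HT-1080-NT; 750 cells/well; 5% FBS RPMI; 48 h compound, 37 degrees C; CellTiter-Glo luminescence; curve fitting and curve-class assignment.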
HT1080 IDH1KD tx – toxicity to HT-1080 IDH1 knockdown cells (counter line); HT-1080 IDH1 knockdown viability, ATP luminescence, 48 h; Potency, µM (titrated, usually from 46.1 µM), inactives show at the top dose activity, negative = toxicity, actives largely listed as cytotoxic; actives 2% (n = 360,000); AID 686971;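 also: potency is read from the fitted curve at half-maximal effect; 0% = DMSO wells and -100% = cell-free medium wells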
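After a 2 h attachment period, IDH1KD HT-1080 cells took pin-transferred compound for 48 h at 37 °C; ATP-based luminescence after 10 min room-temperature reagent incubation reported viability.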
* hit, by the source's call; i = inactive; ? = inconclusive; . = no result given; [ ] = remark or other dose. Unless noted, calls follow the shape of the dose curve; as a rule, active = well fitted curve in the direction sought with a large enough effect; inconclusive = small, poorly fitted or top-dose-only effect, or another doubt; inactive = no such curve, though single readings can be large; an effect the other way counts as inactive or inconclusive.

SMILES	IL1B secr inh	KB-3-1 cytotox	ATXN2 expr inh	ATXN viability	SW480 rerep	MCF10A rereplic	HepG2 viability	HT1080-NT tox	HT1080 IDH1KD tx
COc1cccc(-n2c(=O)c3sccc3n(CC(=O)NCC3CCCO3)c2=O)c1 (configuration not stated)	-18	-2%	2%	i	1%	0%	-9%	-3%	3%
Cc1cccc(NC(=O)c2c(F)c(F)c(F)c(F)c2F)c1	-5	0%	16%	i	1%	-2%	-8%	-1%	-1%
CC(=O)Nc1ccc(NC(=O)CNC(=O)c2sc3ccccc3c2Cl)cc1	4	0%	10%	i	-142%[inhibitor]	-5%	6%	13%	5%
CCN1CCN(CCCNC(=O)c2ccc(NC(=O)C3=C(C)OCCS3)cc2)CC1	-9	-6%	-2%	i	-15%	-2%	0%	1%	5%
Nc1nonc1C(=O)NCCNCc1ccccc1OCc1ccccc1F	-28	-4%	-32%	i	0%	-2%	-29%	?	?
C/C(Cl)=C/Cn1c(N2CCCC2)nc2c1c(=O)n(C)c(=O)n2C	16	-1%	-8%	i	-3%[9.22 µM]	-3%	-20%	-10%	0%
O=C(Cn1nc(-c2cccc([N+](=O)[O-])c2)c2ccccc2c1=O)Nc1cccnc1	0	-10%	.	.	-19%	-1%	-20%	-4%	-12%
Cn1nc(-c2ccccc2F)c2cc(C(=O)NCc3ccc(Cl)cc3)sc21	.	5%	?	i	.	.	-16%	.	.
COc1cccc(NC(=S)N2CCN(S(=O)(=O)c3ccccc3)CC2)c1	-8	3%	13%	i	6%	-1%	-3%	0%	-3%
CCOC(=O)c1c(C)[nH]c(C(=O)COC(=O)CSCC(=O)N(CC)CC)c1C	25	?	0%	i	-4%	0%	-19%	1%	0%
O=C(N/N=C/c1cc([N+](=O)[O-])ccc1O)Nc1ccccc1	111	?	-42%	i	?	?	-25%	?	16µM*
CCOC(=O)c1c(CN2CCCCC2C)oc2ccc(OC)cc12 (configuration not stated)	-4	?	0%	?	-4%	10%	-27%	?	?
CCn1cc(C2=NOC(C(=O)Nc3c(C)nn(Cc4ccc(F)cc4)c3C)C2)c(C)n1 (configuration not stated)	0	-8%	-18%	i	-13%	-2%	-21%	1%	-10%
CCOC(=O)C1CCN(C(=O)CCC2CCCC2)CC1	-5	-1%	.	i	1%	12%	0%	1%	4%
COc1cc(NC(=O)NCC2CCN(Cc3ccccc3C)CC2)cc(OC)c1OC	-24	2%	-18%	i	-3%	-12%	-12%	6%	7%
CCc1nn(CC(=O)N2CCC(C)CC2)c(=O)c2cc3occc3n12	.	1%	9%	i	.	.	8%	.	.
COCCCNC(=O)CCn1c(=O)c2ccccc2n(CC(=O)NCCc2ccc(OC)c(OC)c2)c1=O	-11	?	-91%	i	19%	-3%	1%	-22%	0%
COc1cc(-c2nc3ccccn3c2Nc2ccccc2C)ccc1O	.	0%	-20%	?	.	.	-34%	.	.
CCN1CCN(CCOc2cccc(Cl)c2Cl)CC1	2	3%	.	i	?	?	-3%	-13%	-12%
Cc1c(NC(=O)C(C)OC(=O)CCc2ccccc2)c(=O)n(-c2ccccc2)n1C (configuration not stated)	0	3%	.	i	1%	-3%	9%	15%	13%
Cc1ccc(S(=O)(=O)NC(C(=O)Oc2ccc3c(C)c(Cl)c(=O)oc3c2)c2ccccc2)cc1 (configuration not stated)	18	-3%	-8%	.	-355%[inhibitor]	-8%	-3%	2%	2%
Cc1ccc2cc3c(N)c(C(=O)N4CCOCC4)sc3nc2c1	-24	22%	43%[activator]	i	2%	1%	-7%	-21%	-19%
CN(C)CCCNC(=S)N1CCC(c2nc3ccccc3[nH]2)CC1	0	22%	-20%	i	-10%	5%	-23%	-2%	1%
CC(=O)N1CCOc2ccc(S(=O)(=O)Nc3cccc(C)c3)cc21	0	1%	-20%	i	-3%	15%	-5%	-1%	-16%
CC(C)c1nnc(NC(=O)CCc2ccccc2)s1	-2	4%	2%	i	-4%	4%	-14%	-1%	-4%

The listing continues.
SMILES	IL1B secr inh	KB-3-1 cytotox	ATXN2 expr inh	ATXN viability	SW480 rerep	MCF10A rereplic	HepG2 viability	HT1080-NT tox	HT1080 IDH1KD tx
COC(=O)c1sc(SC)c2c1CC(C)(C)C/C2=N/O	.	-6%	-25%	i	2%	0%	-13%	-5%	-13%
Cc1ccc(C)n1-c1ccc(N2CCOCC2)cc1	?	-2%	-3%	i	5%	9%	-18%	3%	-2%
Cc1ccc(NC(=O)C2C3C=CC4(O3)C2C(=O)N(CCN2CCOCC2)C4C(=O)NC2CCCCC2)cc1C (configuration not stated)	-12	29%	-12%	?	-12%	-22%	-5%	-1%	9%
Cc1cccc(C)c1NC(=S)N(CCN(C)C)C(C)c1ccccn1 (configuration not stated)	0	5%	.	i	3%	3%	-60%	5%	0%
NCC(=O)NCC(=O)NC[C@H]1O[C@@H](n2cnc3c(N)ncnc32)[C@H](O)[C@@H]1O	9	2%	2%	i	-2%	-5%	15%	3%	5%
COc1cc(OC)cc(-n2c(=O)c3sccc3n(Cc3c(C)cc(C)cc3C)c2=O)c1	.	4%	-2%	i	.	.	-1%	.	.
COc1cc(/C=N/NS(=O)(=O)c2ccc3ccccc3c2)ccc1OCc1ccc(C(=O)O)cc1	13	-10%	-2%	i	-8%	-1%	-28%	0%	-11%
COc1ccccc1N1CCN(CC(O)COc2ccc(C)c(C)c2)CC1 (configuration not stated)	-11	-10%	-18%	i	?	?	-17%	-8%	-7%
CC(C)NC(=O)OC1CC2CC1[C@H]1CCCCN1C2=O (some centres not stated)	33	22%	-3%	i	.	.	.	20%	5%
CCOC(=O)C1(Cc2ccccc2C)CCCN(C(=O)CCn2nccc2C)C1 (configuration not stated)	38	-4%	-20%	i	-1%	12%	-5%	14%	-1%
CC1(C)CC(=O)N(c2cccc(C(F)(F)F)c2)C(=O)C1	8	-10%	-4%	i	-9%	48%	27%	-25%	0%
COc1ccccc1C1(CCNC(C)c2cccs2)CCOC(C(C)C)C1 (configuration not stated)	.	1%	-18%	i	14%	?	-60%	?	?
COc1cc2c(cc1OC)CN(c1ncccc1[N+](=O)[O-])CC2	?	-5%	77%[activator]	i	0%	3%	-1%	0%	-1%
O=C(NC1CCN(Cc2ccccc2)CC1)c1ccccc1OCc1ccccc1Cl	-88*	?	-29%	i	26%	22%	-16%	-29%	?
CCCCNCCS(=O)(=O)NCc1ccc(OC)cc1	9	7%	1%	i	3%	-9%	-20%	3%	9%
O=C(Nc1cc(C(F)(F)F)ccc1-n1cncn1)C1CC1	7	-1%	-5%	i	-121%[inhibitor]	-19%	-2%	4%	1%
Cc1ccc(SCCC(=O)NC2CC2)cc1	22	-4%	10%	i	-36%[inhibitor]	3%	35%	-2%	0%
CC(C)(C)c1ccc(C(=O)Nc2onc3c2CCCC3)cc1	.	-9%	-34%	?	.	.	-20%	.	.
COc1ccc(/C=C/C(=O)c2ccc(OC)cc2OC)c(OC)c1	-58*	?	-26%	i	?	9%	3%	-17%	?
COc1cc(Cl)ccc1S(=O)(=O)n1nc(C)cc1C	21	-3%	-9%	i	-3%	2%	-10%	1%	2%
Cc1ccc(S(=O)(=O)NCC(=O)Nc2cccc([N+](=O)[O-])c2)cc1	44	24%	-14%	i	-1%	-3%	-8%	-19%	-16%
Cc1cccc(C)c1-n1c(C)nn(CCOc2ccccc2)c1=O	14	?	-5%	i	-1%	-1%	5%	-19%	-3%
COc1ccc(C(=O)Nc2cc(C)nn2-c2cccc(F)c2)cc1	3	7%	12%	?	-1%	1%	2%	4%	0%
CCOc1ccc(S(=O)(=O)N2CCN(Cc3nc4ccc(C)cc4o3)CC2)cc1	.	-3%	-23%	i	.	.	-19%	.	.
C[C@H](CO)N1C[C@H](C)[C@H](CN(C)S(=O)(=O)c2cn(C)cn2)Oc2ccc(NC(=O)Nc3ccc(C(F)(F)F)cc3)cc2CC1=O	33	4.1µM*	-1%	?	?	?	0%	5.2µM*	23µM*

Compounds listed so far that have an aryl thioether with sulfur outside any ring:
SMILES	IL1B secr inh	KB-3-1 cytotox	ATXN2 expr inh	ATXN viability	SW480 rerep	MCF10A rereplic	HepG2 viability	HT1080-NT tox	HT1080 IDH1KD tx
COC(=O)c1sc(SC)c2c1CC(C)(C)C/C2=N/O	.	-6%	-25%	i	2%	0%	-13%	-5%	-13%
Cc1ccc(SCCC(=O)NC2CC2)cc1	22	-4%	10%	i	-36%[inhibitor]	3%	35%	-2%	0%

The listing continues:
SMILES	IL1B secr inh	KB-3-1 cytotox	ATXN2 expr inh	ATXN viability	SW480 rerep	MCF10A rereplic	HepG2 viability	HT1080-NT tox	HT1080 IDH1KD tx
O=c1c2c(nc3c(-c4ccc(Cl)cc4)c[nH]n13)CCC2	53	?	13µM*	?	?	30%	-25%	-21%	?
O=C(Nc1ccccc1C(=O)O)c1ccc2ccccc2n1	4	1%	34%	i	1%	?	-4%	-9%	-1%
COc1ccc(C2=NN(C(=O)CCC(=O)O)C(c3ccccc3F)C2)cc1 (configuration not stated)	7	3%	-17%	i	-5%	3%	-3%	11%	13%
CCC(=O)NNC(=O)c1c(O)c2ccccc2[nH]c1=O	19	9%	-21%	?	-3%	7%	4%	19%	23%
Fc1ccccc1N=C1NN=C(c2ccccc2)CS1	-90*	?	-29%	?	?	?	-46%	13µM*	?
CC(CCc1ccccc1)NC(=O)CNC(=O)c1ccccc1Br (configuration not stated)	3	.	-4%	i	0%	-1%	1%	0%	0%
CCOC(=O)N1CCN(S(=O)(=O)c2ccc3c(c2)NC(=O)CO3)CC1	9	3%	-11%	i	-8%	-40%[inhibitor]	13%	3%	8%
CCOc1ccccc1NC(=O)CSc1nc2cccnc2n1C	9	-6%	-10%	i	-4%	0%	-19%	-13%	-13%
COC(=O)c1cc(CC(=O)c2ccc(O)cc2O)c(C)o1	9	4%	-2%	i	-2%	24%	-1%	-7%	?
O=C(CSc1nnnn1-c1ccccc1)NC1CCCc2ccccc21 (configuration not stated)	-25	26%	1%	i	8%	-5%	-26%	8%	8%
O=C1NC(=O)N(Cc2ccccc2)C1=O	-11	7%	-2%	i	-3%	5%	9%	2%	3%
